Bioassay records as filed in PubChem.
USP2a block = inhibitors of human ubiquitin-specific protease USP2a. O75604. USP2 core, Ub-CHOP2 coupled fluorogenic reporter, 485/531. Potency, µM (highest dose often 38.3 µM), without a hit: top-dose activity change, negative = inhibition, hits mostly inhibitors. 0.01% of 330,000 active. AID 463254;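 note: potency is the fitted concentration of half-maximal effect; plate controls were DMSO wells for no effect and full inhibition by NEM control for full effect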
Target sequence (O75604 whole entry, looked up): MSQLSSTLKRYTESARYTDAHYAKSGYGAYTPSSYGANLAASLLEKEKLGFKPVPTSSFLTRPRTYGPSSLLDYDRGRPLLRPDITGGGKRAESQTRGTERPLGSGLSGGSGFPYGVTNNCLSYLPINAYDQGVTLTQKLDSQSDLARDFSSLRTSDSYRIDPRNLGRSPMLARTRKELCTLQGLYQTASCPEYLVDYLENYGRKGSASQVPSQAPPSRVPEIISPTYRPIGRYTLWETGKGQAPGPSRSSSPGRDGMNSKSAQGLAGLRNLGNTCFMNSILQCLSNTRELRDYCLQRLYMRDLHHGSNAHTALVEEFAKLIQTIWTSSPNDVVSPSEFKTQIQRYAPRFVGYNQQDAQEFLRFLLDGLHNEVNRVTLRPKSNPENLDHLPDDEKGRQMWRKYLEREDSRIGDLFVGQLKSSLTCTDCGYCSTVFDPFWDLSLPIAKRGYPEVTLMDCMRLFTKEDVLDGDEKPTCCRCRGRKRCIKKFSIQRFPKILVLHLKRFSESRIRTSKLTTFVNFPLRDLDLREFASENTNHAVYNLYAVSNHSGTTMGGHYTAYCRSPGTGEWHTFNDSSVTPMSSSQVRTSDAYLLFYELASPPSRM
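Deubiquitinase activity read as fluorescence (485/531 nm) after Ub-CHOP2 cleavage activates the enterokinase reporter on its substrate; USP2 core 10nM, Ub-CHOP2 and substrate 25nM each, 30min compound preincubation then 60min RT; data normalized to NEM, curves fitted.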
PKM2 activator = activators of human pyruvate kinase M2; Potency, µM (doses to about 57.5 µM), without a hit: top-dose activation, actives largely listed as activators; P14618; purified PKM2, Kinase-Glo ATP luminescence, activation; response scale: 0% is enzyme alone, no compound; 0.34% of 260,000 active; AID 1631; note: potency is the fitted concentration of half-maximal effect; % is set by controls: 0 for no effect and ±100 for the full control effect; nearly all actives have a fitted effect of over 55% in size
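Kinase-Glo luminescence reports ATP generated from ADP (0.1 mM) and PEP (0.5 mM) by purified hPK-M2 after 1 h at room temperature, pH 7.2 imidazole buffer; intermediate enzyme activity allows detecting inhibitors and activators.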
KCNH2 3.1 inh = inhibitors of human KCNH2 3.1 potassium channel isoform; AID 720553; activity change, % (tested at about 1.8 µM); U2OS KCNH2 3.1, thallium flux FluxOr; stronger effect = lower value; 0.95% of 340,000 active;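 active = maximum activity change below -70%; inconclusive = maximum activity change from -70% to -50%; inactive = maximum activity change above -50%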;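 note: thallium influx rate constant from kinetic fluorescence after stimulation buffer; % is set by controls: 0 for no effect and ±100 for the full control effect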
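Thallium flux read-out: FluxOr dye with Red40 quencher in HBSS/HEPES, 45 min at RT. Rate constants from kinetic reads were normalized to positive and negative DMSO controls. Cells: U2OS virally expressing the 3.1 isoform.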
TRPV1 agonist = activates the human vanilloid receptor TRPV1 | AID 540275 | activation, % at 8.33 µM | Q8NER1 | TRPV1-expressing cells, Fluo-8 calcium influx, agonist mode | 0.19% of 320,000 active; in the data active = activation above about 80%; inconclusive = between about 30% and that limit; note: 0% is about no effect
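Fluo-8 calcium influx in TRPV1-expressing cells, kinetic read (ex 480/em 520 nm). Compound added and read 3 min for agonist activity, followed by capsaicin at EC20 final and 2 min further read for enhancement.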
Menin MLL FP TR = displaces Texas Red mutant MLL peptide from human menin; O00255; Menin + Texas Red MLL mutant peptide, fluorescence polarization; Potency, µM (titrated, usually from 61.6 µM), inactives show top-dose FP activity change, negative = inhibition, usual class: inhibitors; 0.23% of 270,000 active; active = well fitted inhibition curve with a large enough effect in the polarisation, with a control signal flat, not every such curve was filed as active; inconclusive = small, poorly fitted or top-dose-only effect, or effect the other way, or a change in a side signal; inactive = no such curve, though single readings can be large or run the other way; the % refers to the polarisation; note: potency is the fitted concentration of half-maximal effect; % of control where 0% means no effect; many of its hits are not listed in these tables
Giardia kill = kills Giardia lamblia | Giardia lamblia trophozoite viability | activity change, % at 7.66 µM, hits read low | 0.15% of 340,000 active | AID 540267; in the data active = activity change below about -80%; inconclusive = between about -30% and that limit;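 note: parasites exposed to compound for two days anaerobically before the ATP read; % is set by controls: 0 for no effect and ±100 for the full control effect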
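Killing of trophozoites was scored by loss of ATP luminescence after a 48 hrs anaerobic exposure to compounds at 37 deg C, using 100 cells per well.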
hERG WT inh = blocks the wildtype human KCNH2 potassium channel | U2OS, BacMam KCNH2, thallium flux FluxOr; stronger effect = lower value | activity change, % at 1.84 µM | 0.37% of 340,000 active | AID 720551;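 active = maximum activity change below -70%; inconclusive = maximum activity change between -70% and -50%; inactive = maximum activity change above -50%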; note: % is set by controls: 0 for no effect and ±100 for the full control effect
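U2OS cells were transduced with wild-type KCNH2 virus (2.03 x 10^8 / mL) for 4 h at room temperature, then cultured overnight at 37 C. Thallium flux was read with FluxOr dye. Rate constants were normalized to DMSO controls.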
GALK inh = galactokinase (human) inhibition. 0.007% of 270,000 active. Purified GALK, Kinase-Glo residual ATP luminescence. Potency, µM (top dose mostly 57.5 µM), for the others: at the highest dose activity change, negative = inhibition, most hits filed as inhibitors; note: potency is the fitted concentration of half-maximal effect; % is set by controls: 0 for no effect and ±100 for the full control effect
Target sequence (P51570 whole entry, looked up): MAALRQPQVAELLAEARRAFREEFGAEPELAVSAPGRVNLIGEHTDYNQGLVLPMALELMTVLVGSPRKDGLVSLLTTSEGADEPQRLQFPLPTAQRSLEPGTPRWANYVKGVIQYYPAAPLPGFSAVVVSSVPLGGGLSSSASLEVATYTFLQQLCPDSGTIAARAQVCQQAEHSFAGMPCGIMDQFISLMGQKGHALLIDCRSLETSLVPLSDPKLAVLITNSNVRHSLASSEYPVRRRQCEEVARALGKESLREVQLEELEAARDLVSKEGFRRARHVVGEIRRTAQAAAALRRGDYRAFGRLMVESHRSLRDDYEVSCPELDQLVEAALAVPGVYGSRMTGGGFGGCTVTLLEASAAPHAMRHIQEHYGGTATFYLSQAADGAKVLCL
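Kinase-Glo Plus luminescence measured ATP left after a 1 h room-temperature reaction. The reaction used 5 nM GALK, 100 uM galactose and 35 uM ATP at pH 8.0 (20 mM HEPES, 5 mM MgCl2, 60 mM NaCl, 1 mM DTT, 0.01% BSA).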
Coupling enz = inhibits coupling enzyme system, counter-screen for aldolase hits | coupling enzyme system counterscreen, AmpLite Red fluorescence | activity change, negative = inhibition, % at 58.2 µM, hits read low | 0.67% of 290,000 active; in the data active = activity change below about -30%; note: % is set by controls: 0 for no effect and ±100 for the full control effect
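Final compound at 57.5 uM, incubated 10 min at RT with coupling enzyme reagent (glyceraldehyde-3-phosphate), then 20 min with substrate and AmpLite Red detection. Fluorescence read at 525/598 nm; tests interference with the coupling assay, not aldolase inhibition.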
B2AR arrestin = agonists driving beta-arrestin recruitment to human beta2-adrenergic receptor. P07550. beta-arrestin recruitment to beta2AR, cell-based reporter. Potency, µM (titrated, usually from 46.1 µM), for inactives: top-dose activation, usual class: activators. 0.02% of 330,000 active. AID 492947;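 note: potency is the fitted concentration of half-maximal effect; 0% = DMSO controls and full agonism = EC100 isoproterenol or metaproterenol; nearly all actives have a fitted effect of over 65% in size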
CXXC DNA block = inhibitors of human MLL CXXC domain-DNA interaction; Q03164; MLL-CXXC / FITC-HOXA9 DNA fluorescence polarization; Potency, µM (titrated, usually from 115 µM), without a hit: at the top dose activity change, negative = inhibition, most hits filed as inhibitors; 0.037% of 290,000 active; AID 2662; active = well fitted inhibition curve with a large enough effect in the polarisation, with a control signal flat, not every such curve was filed as active; inconclusive = small, poorly fitted or top-dose-only effect, or effect the other way, or a change in a side signal; inactive = no such curve, though single readings can be large or run the other way; the % refers to the polarisation; note: potency is the fitted concentration of half-maximal effect
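Fluorescence polarization: 7 uM MLL-CXXC (stock) preincubated 5 min with compounds, then 50 nM fluorescein-HOX-A9 DNA (stock) added; 30 min ambient. Buffer 50 mM Tris-HCl pH 7.5, 50 mM NaCl, 1 mM DTT, 0.05% BSA.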
* = called active by the depositor; i = inactive; u = inconclusive; x = no result given; & = joins results of further samples; [ ] = dose if it differs, or a comment. Unless noted, calls come from the whole dose curve; as a rule, active = well fitted curve in the direction sought with a large enough effect; inconclusive = small, poorly fitted or top-dose-only effect, or another doubt; inactive = no such curve, though single readings can be large; an effect the other way counts as inactive or inconclusive. These rows are one share of the data; the hit share may differ from the screen's.

molecule	USP2a block	PKM2 activator	KCNH2 3.1 inh	TRPV1 agonist	Menin MLL FP TR	Giardia kill	hERG WT inh	GALK inh	Coupling enz	B2AR arrestin	CXXC DNA block
COC(=O)CCCC1=CC2=C(c3ccccc3)C(=O)C(C)(OC(=O)C3CCCC3)C(=O)C2=CN1Cc1ccco1 (stereo unspecified)	-2%	1%[11.5 µM]	2	5	-11%[11.7 µM]	42[activator]	-8	-1%	-10&-11	1.0%	-7%
O=C(COc1ccccc1Cl)NCCCNC(=O)c1ccncc1	-10%	1%	-4	-1	-7%	7	4	1%	0	-0.3%	-2%
CCOc1ccc(NC(=O)CN(C)C(=O)Cc2ccsc2)cc1OCC	0%	x	14	-6	x	5	-5	x	x	-0.7%	x
CCC(=O)Oc1ccc2ccccc2c1CNC(=O)c1ccccc1	0%	-1%	-7	14	16%	-9	1	1%	1	0.1%	45%[activator]
Clc1ccccc1CNCc1ccncc1	0%	-4%	2	-1	-12%	15	2	-1%	1	-0.3%	-5%
CCOc1ccc(CCNC(=O)CSc2ncn[nH]2)cc1OCC	4%	4%	u	0	x	-9	-4	-3%	x	0.0%	1%
CN(C)c1ccc(C(=O)NCc2ccc3c(c2)CCO3)cc1	0%	0%	-2	8	x	14	6	7%	2	-0.3%	-3%
CN(C)N1C(N)=C(C#N)C(c2ccc3c(c2)OCO3)C2=C1CCCC2=O (stereo unspecified)	2%	x	-3	-4	-10%	11	-3	0%	-1	0.2%	22%
O=C(CN1C(=O)NC2(CCCC2)C1=O)N1CCN(S(=O)(=O)c2ccccc2F)CC1	1%	1%	-10	2	x	-26	4	5%	x	2.6%	16%
Cc1cc(C)c(C#N)c(SCCN2CCCCC2)n1	4%	x	9	1	-6%	28	4	0%	1	0.5%	-3%
COC(=O)CSc1nnc(-c2cccnc2)n1C	2%	0%	9	0	-5%	25	3	1%	-2	-0.1%	3%
COc1ccc(Cc2nc3ccc(C(=O)N4CCC(N(C)C)C4)cc3o2)cc1 (stereo unspecified)	3%	-7%	-1	2	x	-15	-4	8%	x	0.0%	-2%
COc1cccc(-c2nc(CS(=O)CC(=O)NCCc3ccccc3)c(C)o2)c1 (stereo unspecified)	4%	x	43	1	x	-1	-13	-8%	x	0.0%	-1%
COc1ccc(C(=O)NCCOC(C)C)cc1OC1CCN(C(C)=O)CC1	2%	1%	-16	-2	5%	6	-15	-2%	0	-0.4%	-1%
CCSc1nnc(Cn2c(=O)sc3ccccc32)n1-c1ccc(OC)cc1	-9%	2%	1	7	5%	-1	2	1%	3	-1.3%	6%
COCCc1nnc(NC(=O)Cc2ccccc2)s1	-14%	-1%	6	-2	-8%	11	-23	1%	1	-0.4%	-4%
Cc1oc(-c2ccc3c(c2)OCCO3)cc1C(=O)NCC(=O)O	-3%	-8%	-8	u	-23%	3	12	-1%	0	-0.9%	-3%
O=C(COc1ccccc1Cl)NNC(=O)Cn1[nH]c(=O)c2ccccc2c1=O	0%	x	7	5	x	-23	0	x	x	0.4%	x
CCN(CC)C(=O)[C@H]1C[C@H](CC(=O)NCC23CC4CC(CC(C4)C2)C3)C(=O)N2CCc3c([nH]c4cc(CCC(=O)N(C)C)ccc34)[C@]12C	2%	x	26	x	x	12	-1	x	x	-0.7%	x
Cc1cn(COC/C=C/c2ccccc2)c(=O)[nH]c1=O	7%	3%	-3	1	9%	-12	-4	4%	3	-0.1%	-3%
COc1ccc(C)cc1Nc1nnc(C)c(=O)[nH]1	-1%	-3%	5	4	-14%	-12	1	4%	1	-0.4%	38%[activator]
CCN(CC)c1ccc(S(=O)(=O)N2CCOCC2)cc1NC(=O)COC(=O)COc1ccccc1C	-8%	-4%	18	8	x	-7	-7	4%	x	-0.1%	6%
Cc1cc(C)c(NC(=O)C2CCCN2CCC(C)C)c(C)c1 (stereo unspecified)	2%	-6%	6	7	0%	15	-1	-3%	0	-0.8%	-2%
CN1CCN(C(=O)c2cc3cc(F)ccc3[nH]2)CC1	-2%	x	3	0	-8%	-1	-4	x	1	0.3%	5%
COc1ccc(CN2CCN(CCC(C)C)C(CCO)C2)cc1Cn1cccn1 (stereo unspecified)	7%	6%	u	3	-14%	-14	29	-4%	1	2.8%	14%
Cc1ccc(NC(=O)c2cc(Cl)ccc2[N+](=O)[O-])cc1C	1%	4%	-19	16	-9%	-7	-11	0%	-1	0.1%	0%
COc1ccc(C(CC(=O)c2ccccc2)S(=O)(=O)c2ccc(C)cc2)cc1 (stereo unspecified)	0%	-23%	-7	23	16%	-4	8	-3%	1	-1.2%	5%
COC(=O)[C@H](CCSC)NC(=O)NCc1ccccc1F	2%	-3%	17	-1	-11%	0	-3	-2%	x	-0.3%	-2%
O=C(Nc1nc2ccccc2[nH]1)C1CCN(S(=O)(=O)c2cccs2)CC1	1%	-3%	-29	-4	-13%	-2	-8	-3%	-2	-0.9%	0%
Nn1c(SCc2cccc(F)c2)nnc1-c1ccncc1	-1%	-15%	7	-8	x	24	-2	0%	-2	-0.2%	-2%

The list continues:
molecule	USP2a block	PKM2 activator	KCNH2 3.1 inh	TRPV1 agonist	Menin MLL FP TR	Giardia kill	hERG WT inh	GALK inh	Coupling enz	B2AR arrestin	CXXC DNA block
CCc1cccc(NC(=O)Cn2c(=O)c3cccn3c3ccccc32)c1	3%	x	-5	-1	x	0	-16	5%	x	0.0%	-7%
O/N=C/c1cccc[n+]1CCCCCC[n+]1ccccc1/C=N/O	0%	-1%[11.5 µM]	6	1	-1%	11	-2	-3%	-3	-0.7%	-2%
Nc1ccc(S(=O)(=O)N2CCCC2)cc1Cl	0%	0%	-3	-1	x	4	1	11%	4	-0.3%	-16%
CCC(C)NC(=O)CC(NS(=O)(=O)c1ccc(Cl)cc1)c1ccco1 (stereo unspecified)	4%	-5%	-5	2	15%	-8	0	-4%	0	-0.4%	18%
COc1cc2c(cc1NC(=O)CCCN1C(=O)CCC1=O)oc1ccccc12	0%	-6%	3	0	4%	27	-5	-6%	-1	-0.4%	-5%
CC(=O)NC1(C(F)(F)F)NC(=O)N(c2ccc(F)cc2)C1=O (stereo unspecified)	0%	2%	2	2	-5%	15	-6	7%	-1	-0.4%	1%
O=C1N/C(=C/c2cccn2-c2ccc(F)cc2)C(=O)N1Cc1ccccc1F	3%	6%	0	-1	7%	-2	3	x	1	-0.1%	10%
O=C(Nc1ccccc1C(=O)O)c1ccc(NC(=O)C2CCCO2)cc1 (stereo unspecified)	1%	-10%	14	-1	x	4	-5	-6%	x	-0.3%	-1%
CCC1C(=O)c2ccccc2N(C)C1=O (stereo unspecified)	1%	6%	3	-1	17%	3	6	3%	-2	-0.4%	0%
CCCC(=O)NC(c1ccc(OC)cc1)c1c(O)ccc2ccccc12 (stereo unspecified)	0%	x	-9	-2	45%[activator]	-13	4	1%	-3	2.4%	-8%
O=C(CN1C(=O)NC(CCc2ccccc2)C1=O)Nc1ccc(F)c(F)c1F (stereo unspecified)	-1%	x	14	x	x	-18	3	x	x	-0.6%	x
O=C(CSc1c2c(nc3ccccc13)CCCC2)NCc1ccco1	2%	3%	-11	-1	-8%	8	-4	-2%	-2	-0.1%	14%
O=C(O)CS(=O)CC(=O)NCc1cccc(C(F)(F)F)c1 (stereo unspecified)	6%	-8%	-2	1	2%	30[activator]	i	4%	-5	0.3%	-12%
Cc1cnc(NC(=O)Cc2ccc(Br)cc2)s1	-1%	0%	7	18	-14%	-4	2	-4%	1	-0.1%	6%
O=C(CSc1nnc(-c2cccnc2)n1Cc1ccccc1)NCc1ccccc1	4%	1%	6	-3	-2%	-23	0	-3%	1	-0.8%	1%
NC(=O)CC(NC(=O)Cc1ccc(Cl)cc1)c1ccc(NCc2ccccc2)c([N+](=O)[O-])c1 (stereo unspecified)	1%	4%	3	3	x	-15	-13	-2%	-3	-0.7%	5%
